KAT2A inh: qHTS Assay for Inhibitors of GCN5L2. GCN5L2 HAT assay, ThioGlo1 CoA-SH fluorescence. Potency, µM (doses to about 58.9 µM), without a hit: at the top dose activity change, negative = inhibition, usual class: inhibitors. 390,000 tested, 0.21% active
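GCN5L2 (20 nM) in 50mM HEPES pH 7.5, 0.1mM EDTA, 0.01% Tween-20 preincubated 15 min with compounds at room temperature. Reaction started with H3(1-25) 75uM, acetyl-CoA 70uM, ThioGlo1 50uM; CoA-thiol fluorescence (Ex340/Em540) read at 0 and 20 min.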
N370S GC mod: qHTS Assay for Inhibitors and Activators of N370S glucocerebrosidase as a Potential Chaperone Treatment of Gaucher Disease. Potency, µM (top dose mostly 59.4 µM), for the others: at the top dose activity change, negative = inhibition, most hits filed as inhibitors. Lysosomal acid glucosylceramidase (Homo sapiens), P04062. N370S GC spleen homogenate, 4MU-glucoside fluorescence. AID 2101, 2009. 330,000 tested, 0.092% active;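 note: 0% = full enzyme activity and -100% = no enzyme basal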
FEN1 inh: qHTS Assay for the Inhibitors of Human Flap endonuclease 1 (FEN1); P39748; Recombinant FEN1 flap cleavage, fluorescence, 15 min; Potency, µM (series often up to 114 µM), inactives show top-dose activity change, negative = inhibition, actives largely listed as inhibitors; 390,000 tested, 0.35% active; AID 588795, 2011; note: nearly all actives have a fitted effect of over 65% in size
Target sequence (P39748 whole entry, looked up): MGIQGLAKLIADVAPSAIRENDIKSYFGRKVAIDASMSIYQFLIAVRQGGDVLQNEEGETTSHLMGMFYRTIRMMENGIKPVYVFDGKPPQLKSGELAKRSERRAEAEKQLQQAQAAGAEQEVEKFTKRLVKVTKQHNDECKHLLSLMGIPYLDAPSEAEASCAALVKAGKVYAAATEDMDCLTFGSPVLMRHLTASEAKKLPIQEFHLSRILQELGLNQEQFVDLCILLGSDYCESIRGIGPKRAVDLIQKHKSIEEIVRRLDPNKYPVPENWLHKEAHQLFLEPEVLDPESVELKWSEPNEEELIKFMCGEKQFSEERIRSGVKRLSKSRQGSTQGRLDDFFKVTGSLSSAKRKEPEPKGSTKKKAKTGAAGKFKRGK
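Read-out was taken twice, immediately and after 15 min, following addition of 50 nM substrate to 10 nM FEN1 that had sat with test compound for 15 min at room temperature. Curves came from a four-parameter Hill model.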
Numbers without * were called inactive; ? = inconclusive; . = not tested or not shown; & = joins results of further samples; [ ] = dose if it differs, or a comment. Calls come from the whole dose curve; as a rule, active = well fitted curve in the direction sought with a large enough effect; inconclusive = small, poorly fitted or top-dose-only effect, or another doubt; inactive = no such curve, though single readings can be large; an effect the other way counts as inactive or inconclusive. Unless noted, % is set by controls: 0 for no effect and ±100 for the full control effect; potency is the fitted concentration of half-maximal effect. The list is partial (hit frequency here may not be typical).

Start of the listing, in advance, 7 compounds:
SMILES | KAT2A inh | N370S GC mod | FEN1 inh
O=C(NC(=S)Nc1ccccc1N1CCOCC1)c1sc2ccccc2c1Cl | -1% | -4% | -16%
COc1ccccc1NC(=O)COc1ccc(/C=N/NS(=O)(=O)c2ccc(C)cc2)cc1 | -7% | -1% | -20%
CCN(CC)S(=O)(=O)c1ccc(NC(=O)C(C)N(c2ccc(OC)cc2)S(C)(=O)=O)cc1 (stereo not drawn) | -23% | -13% | -15%
O=C(Nc1ccc(N2CCN(Cc3ccccc3)CC2)cc1)c1ccccc1[N+](=O)[O-] | -6% | -6% | 17%
O=C1CN(CC(=O)N2CCCCC2)c2ccccc2O1 | -4% | -5% | -5%
Clc1nc2sccn2c1/C=N/n1cnc2ccccc21 | -8% | 26% | -4%
CCN1CCN(C(c2cccs2)C(C)NC(=O)c2ccccc2OC)CC1 (stereo not drawn) | 1% | -4% | -16%

The list itself (from the top)
SMILES | KAT2A inh | N370S GC mod | FEN1 inh
O=C(NC(=S)Nc1ccccc1N1CCOCC1)c1sc2ccccc2c1Cl | -1% | -4% | -16%
COc1ccccc1NC(=O)COc1ccc(/C=N/NS(=O)(=O)c2ccc(C)cc2)cc1 | -7% | -1% | -20%
CCN(CC)S(=O)(=O)c1ccc(NC(=O)C(C)N(c2ccc(OC)cc2)S(C)(=O)=O)cc1 (stereo not drawn) | -23% | -13% | -15%
O=C(Nc1ccc(N2CCN(Cc3ccccc3)CC2)cc1)c1ccccc1[N+](=O)[O-] | -6% | -6% | 17%
O=C1CN(CC(=O)N2CCCCC2)c2ccccc2O1 | -4% | -5% | -5%
Clc1nc2sccn2c1/C=N/n1cnc2ccccc21 | -8% | 26% | -4%
CCN1CCN(C(c2cccs2)C(C)NC(=O)c2ccccc2OC)CC1 (stereo not drawn) | 1% | -4% | -16%
O=C(Nc1ccc(N2C(=O)C3C4C=CC(C4)C3C2=O)cc1Cl)c1cccs1 (stereo not drawn) | 3% | -6% | 6%
CC1=C(c2ccc(C)c(C)c2)S(=O)(=O)N=C1N1CCC(C(=O)N2CCCCC2)CC1 | -4% | . | 12%
CN1CCN(C(=O)c2cc3sc4ccccc4c3s2)CC1 | -1% | ? | 10%
O=c1c2sccc2n(Cc2ccc(F)cc2)c(=O)n1-c1ccc(F)cc1 | 9% | -15% | -2%
Cc1ccc(CSc2nc3cccnc3n2Cc2ccc(C(=O)NCCc3cccs3)cc2)cc1 | -18% | . | 0%
Cc1cc(NC(=O)CCNS(=O)(=O)c2ccc3c(c2)CCCC(=O)N3)ccc1Br | -3% | . | 16%
CC1CCN(S(=O)(=O)c2ccc(F)c(C(=O)O)c2)CC1 | -3% | 9% | 4%
COc1cc(/C=N/Nc2nnc3c(n2)[nH]c2ccccc23)ccc1O | 0% | -14% | -11%
Cc1c(Br)c(C(F)(F)F)nn1CC(=O)NCC1CCCO1 (stereo not drawn) | -2% | 8%[2.35 µM] | 1%
Cc1csc(NC(=O)CSc2nc(C(C)C)nc3c2c(=O)n(C)c(=O)n3C)n1 | -1% | 0% | 10%
C=CCSC1=C(C#N)C(c2ccccc2Cl)C(C(=O)c2cccs2)C(O)(C(F)(F)F)N1 (stereo not drawn) | -2% | 4% | 12%
COc1cc(OC)c(NC(=O)c2cc(S(=O)(=O)N3CCOCC3)cn2C)cc1Cl | -3% | -16% | -1%
COc1ccccc1C1CC(=O)Nc2cc(C)c(C)cc21 (stereo not drawn) | -25% | 5% | 9%
COc1ccccc1C(=O)NC(=O)COC(=O)Cc1n[nH]c(=O)c2ccccc12 | -2% | -11% | 7%
COc1ccccc1C(=O)Nc1ccccc1OCc1cc(=O)n2c(C)csc2n1 | 1% | . | -2%
CC(=O)Nc1ccc(S(=O)(=O)Nc2cccc(-c3ccc4nncn4n3)c2)cc1 | 2% | -6% | -14%
O=C(c1ccco1)N1CCN(c2c([N+](=O)[O-])nn(-c3cccc(Cl)c3)[n+]2[O-])CC1 | -3% | -1% | -6%
Cn1cc(/C=C/C(=O)c2ccccc2)c2ccccc21 | -4% | ? | 2%
CN1CCN(CC(=O)NN(Cc2ccccc2)c2ccccc2)CC1 | -9% | -15% | 0%
Cc1nc2cc(-c3ccccc3)nn2c(C)c1CCC(=O)N1CCN(c2ccccc2)CC1 | 4%&-5% | -19% | -10%&5%
CC1=C(c2ccc(C(C)C)cc2)S(=O)(=O)NC1=NCc1ccccc1Br | -1% | . | -10%
COC(=O)CN1C(=O)C(C)(C)Oc2ccc(C(=O)Nc3cccc(OC)c3)cc21 | -9% | 9% | -18%
Cc1ccc(CN2CCc3c(OCC(=O)Nc4cc(C)ccc4C)cccc3C2=O)cc1 | -9% | 5% | .
COc1ccc2[nH]c(C(=O)N/N=C/c3ccc(OC)c(O)c3)cc2c1 | 5% | -9% | -12%
CCOC(=O)C1=NNC2(c3ccccc3)C(=O)N(c3cccc(Br)c3)C(=O)C12 (stereo not drawn) | -3% | 24% | -2%
CC(C)(C)NC(=O)CCN(/N=C/c1ccccc1O)C1=NS(=O)(=O)c2ccccc21 | 1% | -5% | -3%
NS(=O)(=O)c1ccc(NC(=O)c2cc(=O)c3ccccc3o2)cc1 | -9% | 0% | -24%
CC(C)C1C(=O)NC(=S)N1S(=O)(=O)c1ccc(C(C)(C)C)cc1 (stereo not drawn) | -2% | . | 7%
COc1ccc(C(=O)Nc2nc3ccccc3s2)cc1OC | -6% | 6% | -18%
Cc1cccc(N2CCN(C(=O)c3csc4ccccc34)CC2C)c1 (stereo not drawn) | -6% | -20% | -23%
O=C(CNCc1ccco1)Nc1cc(S(=O)(=O)N2CCOCC2)ccc1N1CCOCC1 | 3% | . | 4%
COc1ccc(-c2cc(C(F)(F)F)nc(S(=O)(=O)CCCC(=O)Nc3cccc(O)c3)n2)cc1OC | -8%&-10% | -6% | 10%&3%
CN(C)CCSc1nc(-c2ccccc2)nc2c1CCCC2 | -3% | -23% | -10%
COc1ccc(OC)c(NC=C2C(=O)OC3(CCCCC3)OC2=O)c1 | 13% | 19% | -23%
CCCS(=O)(=O)N1CCC(N2CCN(Cc3ccc(F)cc3)C(=O)C2=O)CC1 | 1% | . | 4%
CCOC(=O)C1(Cc2ccccc2C)CCCN(C(=O)CCC(=O)OC)C1 (stereo not drawn) | 3% | 3% | 6%
O=C(/C=C/c1ccc(Cl)cc1Cl)NCCSc1ccccc1 | -9% | -3% | -9%
COCCCNC(=S)Nc1cccc(S(=O)(=O)NC2=NCCC2)c1 | -12% | 21% | 17%
CCCC1=Nc2cc(C(=O)NCc3ccco3)ccc2Sc2ccccc21 | -10% | 7% | 6%
COc1ccccc1N1CCN(C(=O)c2cc(-c3ccc(Cl)cc3)on2)CC1 | -20% | 29% | -6%
COc1ccccc1-c1nc2c(c(SCC(=O)Nc3ccc(C)c(C)c3)n1)Cc1c(CO)cnc(C)c1O2 | -9% | . | -8%
N#C/C(=C\c1cccc([N+](=O)[O-])c1)C(=O)NCc1ccc(Cl)cc1 | -8% | ? | -3%
COc1ccc(NC(=O)c2cc3c(=O)n(C)c4ccccc4c3n2C)cc1OC | -8% | 4% | ?
CCC(O)c1cc2c(cc1NC(=O)c1cccs1)OCCO2 (stereo not drawn) | 2% | 0% | 0%
CC(C)(C)NS(=O)(=O)c1ccc(NC(=S)NC(=O)C2CCC2)cc1 | -1% | -11% | -4%
CCOC(=O)c1cc(S(=O)(=O)N2CCN(c3cc(C)ccc3C)CC2)[nH]n1 | -3% | . | 7%
COc1ccc2cc(C)c3nnc(SCc4cccnc4)n3c2c1 | -3% | -2% | -17%
CCCCN1C(=O)N(c2ccc(Cl)cc2)C(C)(O)CC1(C)C (stereo not drawn) | 25% | 10% | -19%
COC(=O)c1ccc(Cn2cc(/C=C\[N+](=O)[O-])c3ccccc32)o1 | -9% | 3% | -20%
CCN(CC)CCNC(=O)c1ccc2c(=O)n(CCc3ccccc3)c(=O)[nH]c2c1 | 0% | 9% | -3%
O=C(CC1SC(=Nc2ccccc2)N(Cc2ccccn2)C1=O)Nc1cccc(Cl)c1 (stereo not drawn) | -21% | -1% | ?
O=C(CCc1c[nH]c2ccccc12)NCc1ccncc1 | -2% | -18% | 2%
COc1ccc(CCn2ccc(O)c(Cc3ccc(Cl)cc3)c2=O)cc1OC | 0% | 5% | -5%

Next part.
SMILES | KAT2A inh | N370S GC mod | FEN1 inh
C=CCOc1c(Br)cc(CNn2nnnc2N)cc1OCC | ? | 18% | -6%
CN1CCN(C(=O)c2ccccc2N(Cc2ccccc2)S(C)(=O)=O)CC1 | -5% | 2% | 6%
CSc1ccccc1NC(=O)CN(C)CC(=O)Nc1ccc(N2CCOCC2)cc1 | -1% | -5% | 6%
Cc1cc(C)c(S(=O)(=O)N2CCN=C2c2ccccc2)c(C)c1 | -1% | -3% | -10%
Fc1ccc(N2CCN(c3ccc4c(C(F)(F)F)cc(C(F)(F)F)nc4n3)CC2)cc1 | -18% | 16% | -4%
CC(NC(=O)c1ccccc1NC(=O)c1ccccc1)C(=O)N1CCOCC1 (stereo not drawn) | 1% | 8% | 7%
OCC1(CCOc2ccccc2)CCN(Cc2nc3ccc(F)cc3[nH]2)CC1 | 39%[activator] | -1% | 3%
CC(C)OC(=O)CSc1nc(-c2ccc(F)cc2)nc2ccc(F)cc12 | 0% | 6% | 2%
COc1ccccc1C1/C(=C(/O)c2ccccc2)C(=O)C(=O)N1CCO (stereo not drawn) | 3% | -7% | ?
Clc1ccc2nc(N3CCN(c4ccccc4)CC3)sc2c1 | -9% | 3% | -1%
O=C(Nc1ccc(Br)cc1Cl)c1cnccn1 | -5% | -7% | -17%
COc1cc(C2C3=C(CC(C)(C)CC3=O)N(C)C(=O)N2C)cc(OC)c1OC (stereo not drawn) | 0% | -9% | 4%
COc1cccc(CNC(=O)COC(=O)c2cc([N+](=O)[O-])ccc2N2CCCC2)c1 | -3% | . | -1%
Cc1ccc(C)c(NC(=O)CN(C)C(=O)CSC(C)C(=O)Nc2cc(C)on2)c1 (stereo not drawn) | 3% | -12% | -1%
CSc1ccc(CN(C)C(=O)c2cc(=O)[nH]c3ccccc23)cc1 | -4% | -5% | 7%

Rewritten with each value named: part of the list above
Cc1cc(C)c(S(=O)(=O)N2CCN=C2c2ccccc2)c(C)c1
  KAT2A inh: -1%
  N370S GC mod: -3%
  FEN1 inh: -10%

Fc1ccc(N2CCN(c3ccc4c(C(F)(F)F)cc(C(F)(F)F)nc4n3)CC2)cc1
  KAT2A inh: -18%
  N370S GC mod: 16%
  FEN1 inh: -4%

CC(NC(=O)c1ccccc1NC(=O)c1ccccc1)C(=O)N1CCOCC1 (stereo not drawn)
  KAT2A inh: 1%
  N370S GC mod: 8%
  FEN1 inh: 7%

Carrying on:
SMILES | KAT2A inh | N370S GC mod | FEN1 inh
O=C(NCCCN1CCN(c2ccc(F)cc2)CC1)c1ccc2nc(CCc3ccccc3)oc2c1 | -5% | . | -3%
O=C1Nc2c(c(=O)[nH]c(=O)n2-c2ccccc2)C(C(F)(F)F)(C(F)(F)F)N1 | 4% | -4% | 4%
CCOc1ccccc1NC(=O)CSc1nnc(CCC(=O)Nc2ccccc2F)n1C | -4% | -1% | -2%
CCCNC(=O)c1onc(CS(=O)(=O)c2cccc(OC)c2)c1C(=O)NCCC | -3% | -3% | 3%
CC(O)CCC(=O)NNC1CC(=O)N(c2ccccc2)C1=O (stereo not drawn) | 1% | -16% | 4%
Cc1ccc(N2CC(C(=O)N3CCC4(CC3)CC(=O)c3ccccc3O4)CC2=O)cc1 (stereo not drawn) | -19% | 4% | -1%
O=C(COCc1cc(-c2cccs2)on1)NC1CCCCC1 | -3% | 5% | 1%
CC(C)(C)OC(=O)C[C@H]1C/C=C\C[C@H](CC(=O)N[C@@H](CO)Cc2ccccc2)C(=O)N[C@H](C(C)(C)C)COC1=O | 1% | . | 1%
CCOC(=O)c1ccc(NC(=O)Nc2ncccc2C)cc1 | -3% | 3% | 16%
COc1ccc2nc(C(C)O)[nH]c2c1 (stereo not drawn) | -4% | -4% | 1%
Cn1c(SCC(=O)Nc2nccs2)nnc1C12CC3CC(CC(C3)C1)C2 | -1% | 6% | -1%
CN1/C(=C\C(=O)CSc2cccc[n+]2[O-])C(C)(C)c2ccccc21 | -14% | -5% | 9%
Cc1ccc(CN2CCC(Oc3cccc(C(=O)N(C)CCN(C)C)c3)CC2)cc1C | -3% | 7% | 17%
Cc1cc(C)n(C(C[N+](=O)[O-])c2ccc(Cl)cc2)n1 (stereo not drawn) | -3% | -7% | -14%
COc1cc(C(=O)Nc2cc(C)c(OCC(=O)N3CCOCC3)c(C)c2)cc(OC)c1OC | -3% | 6%[2.35 µM] | -10%
CC1CCCCC1NC(=O)COC(=O)c1cc(=O)[nH]c2ccccc12 (stereo not drawn) | -1% | . | 3%
Cc1ccc(S(=O)(=O)N2CCCC(C(=O)NC3CC3)C2)cc1 (stereo not drawn) | 0% | -3% | 2%
Cc1c(NC(=S)N/N=C/c2cccc(O)c2)c(=O)n(-c2ccccc2)n1C | -4% | 1% | -5%

Compound activity: PubChem, National Center for Advancing Translational Sciences (NCATS)
